Pol beta inh: inhibitors of human DNA polymerase beta. 340,000 compounds, 1.3% hits. Pol beta primer extension/strand displacement, fluorescence kinetic. Potency, µM (highest dose often 114 µM), without a hit: at the highest dose activity change, negative = inhibition, actives largely listed as inhibitors. P06746; also: % is scaled to controls: 0 for no effect and ±100 for the full control effect
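Curves were derived by four-parameter Hill fits of normalized qHTS data. The kinetic fluorescent primer-extension read was taken at 0 and 10 min after 50 nM substrate, following a 15 min room-temperature preincubation of 10 nM enzyme with compounds.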
BAZ2B block: blocks human BAZ2B; Q9UIF8; AlphaScreen BAZ2B-H3K14Ac peptide displacement; Potency, µM (doses to about 114 µM), inactives show at the top dose activity change, negative = inhibition, hits mostly inhibitors; 360,000 compounds, 4.4% hits; also: % is scaled to controls: 0 for no effect and ±100 for the full control effect; nearly all actives have a fitted effect of over 60% in size
Target sequence (Q9UIF8 whole entry, looked up): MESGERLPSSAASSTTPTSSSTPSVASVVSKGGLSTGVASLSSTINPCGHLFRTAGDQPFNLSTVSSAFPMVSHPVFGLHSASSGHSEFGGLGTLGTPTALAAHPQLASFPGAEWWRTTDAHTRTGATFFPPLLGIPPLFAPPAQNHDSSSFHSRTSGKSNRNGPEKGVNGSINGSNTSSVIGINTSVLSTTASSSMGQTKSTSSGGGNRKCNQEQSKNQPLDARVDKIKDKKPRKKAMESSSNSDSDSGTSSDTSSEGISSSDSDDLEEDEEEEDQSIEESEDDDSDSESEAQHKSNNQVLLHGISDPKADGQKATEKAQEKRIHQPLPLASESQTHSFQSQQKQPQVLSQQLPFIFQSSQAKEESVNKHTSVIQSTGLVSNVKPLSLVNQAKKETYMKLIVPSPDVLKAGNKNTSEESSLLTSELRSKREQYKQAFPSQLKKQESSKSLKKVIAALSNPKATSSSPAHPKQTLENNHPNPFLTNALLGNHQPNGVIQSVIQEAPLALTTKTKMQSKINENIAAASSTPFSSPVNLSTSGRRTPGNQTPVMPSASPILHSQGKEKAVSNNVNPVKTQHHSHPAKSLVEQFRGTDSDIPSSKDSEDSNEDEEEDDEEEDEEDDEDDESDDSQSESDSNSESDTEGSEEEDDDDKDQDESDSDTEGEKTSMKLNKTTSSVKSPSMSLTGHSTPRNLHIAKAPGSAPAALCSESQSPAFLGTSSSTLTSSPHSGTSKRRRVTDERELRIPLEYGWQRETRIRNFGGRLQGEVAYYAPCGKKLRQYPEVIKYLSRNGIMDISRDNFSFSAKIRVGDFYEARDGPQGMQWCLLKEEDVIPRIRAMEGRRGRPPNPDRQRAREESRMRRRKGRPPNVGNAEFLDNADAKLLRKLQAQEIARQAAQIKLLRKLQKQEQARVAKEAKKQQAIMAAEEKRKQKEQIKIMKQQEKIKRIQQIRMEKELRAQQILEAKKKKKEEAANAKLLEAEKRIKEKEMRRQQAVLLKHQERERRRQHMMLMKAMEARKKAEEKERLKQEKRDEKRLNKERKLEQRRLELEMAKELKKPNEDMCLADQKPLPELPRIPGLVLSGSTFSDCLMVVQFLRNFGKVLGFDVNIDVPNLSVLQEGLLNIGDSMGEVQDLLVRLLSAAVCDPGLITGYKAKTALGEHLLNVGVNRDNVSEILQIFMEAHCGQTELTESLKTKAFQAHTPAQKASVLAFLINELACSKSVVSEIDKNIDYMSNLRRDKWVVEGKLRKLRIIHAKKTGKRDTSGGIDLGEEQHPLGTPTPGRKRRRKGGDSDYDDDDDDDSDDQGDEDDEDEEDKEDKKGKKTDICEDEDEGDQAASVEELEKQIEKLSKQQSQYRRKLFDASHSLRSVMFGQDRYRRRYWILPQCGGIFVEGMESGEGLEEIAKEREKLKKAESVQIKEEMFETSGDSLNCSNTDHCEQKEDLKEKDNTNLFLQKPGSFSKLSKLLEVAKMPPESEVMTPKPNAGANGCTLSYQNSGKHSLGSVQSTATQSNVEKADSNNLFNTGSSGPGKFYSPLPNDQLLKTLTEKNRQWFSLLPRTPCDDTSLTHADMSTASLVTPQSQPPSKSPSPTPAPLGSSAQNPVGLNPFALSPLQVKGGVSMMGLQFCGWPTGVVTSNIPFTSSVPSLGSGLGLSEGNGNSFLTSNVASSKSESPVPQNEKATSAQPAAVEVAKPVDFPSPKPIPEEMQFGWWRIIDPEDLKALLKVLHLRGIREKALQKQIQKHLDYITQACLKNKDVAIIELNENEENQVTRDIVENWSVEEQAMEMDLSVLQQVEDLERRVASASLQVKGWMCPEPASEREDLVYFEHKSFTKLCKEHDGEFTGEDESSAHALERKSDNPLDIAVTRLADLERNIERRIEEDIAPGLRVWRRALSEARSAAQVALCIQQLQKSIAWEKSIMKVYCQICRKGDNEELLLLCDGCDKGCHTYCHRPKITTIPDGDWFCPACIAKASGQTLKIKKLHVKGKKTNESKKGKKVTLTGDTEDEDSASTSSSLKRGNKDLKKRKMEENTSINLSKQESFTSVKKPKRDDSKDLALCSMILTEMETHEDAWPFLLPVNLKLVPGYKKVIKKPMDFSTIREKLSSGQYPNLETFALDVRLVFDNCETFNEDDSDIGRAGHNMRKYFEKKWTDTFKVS
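AlphaScreen displacement: compounds (up to 110uM) incubated 30 min at room temperature with a preformed 50 nM BAZ2B/50 nM biotinylated H3K14Ac peptide complex in PBS pH 7.4 with Tween-20. Donor and acceptor beads at 10 ug/mL final added, 20 min light-protected before reading.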
Pol kappa inh: inhibitors of human DNA polymerase kappa; AID 588579; Potency, µM (series often up to 107 µM), for inactives: top-dose activity, negative = inhibition, actives largely listed as inhibitors; 400,000 compounds, 0.53% hits; Q9UBT6; purified Pol kappa, fluorescent DNA synthesis assay, 10 min; also: % is scaled to controls: 0 for no effect and ±100 for the full control effect
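Readout: fluorescence, taken kinetically at 0 and 10 min. Conditions: 10 nM Pol kappa, 15 min RT compound preincubation, 50 nM substrate final. Controls: enzyme-free buffer wells.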
Anesthetic bind: binds horse apoferritin like a general anesthetic; Potency, µM (highest dose often 77.5 µM), inactives show at the top dose activity change, negative = displacement, hits mostly inhibitors; apoferritin/1-aminoanthracene competitive binding, fluorescence; 350,000 compounds, 0.074% hits; P02791; also: % is scaled to controls: 0 for no effect and ±100 for the full control effect; nearly all actives have a fitted effect of over 20% in size
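Steps: apoferritin (10 uM) was premixed with half-saturated 1-AMA in PBS, compounds were pin-transferred, plates stood 10 min at room temperature, fluorescence was read at 380/535 nm, and curves were fitted with a Hill equation.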
APE1 inh: APE1 (human) endonuclease inhibition; P27695; recombinant APE1, TAMRA/BHQ-2 abasic DNA cleavage fluorescence; Potency, µM (series often up to 65.8 µM), for the others: at the top dose activity change, negative = inhibition, hits mostly inhibitors; 350,000 compounds, 0.35% hits; AID 2517;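 also: plate controls were vehicle for no effect and reference inhibitor for full effect; nearly all actives have a fitted effect of over 55% in size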
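Enzyme (0.75 nM final) and test compound are incubated 15 min at room temperature before adding 50 nM quenched THF abasic-site duplex. Cleavage dequenches TAMRA, followed at 525/598 nm over three reads one minute apart.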
POLH inh: DNA polymerase eta (human) inhibition. Potency, µM (doses to about 114 µM), for the others: at the top dose activity change, negative = inhibition, most hits filed as inhibitors. Q9Y253. recombinant Pol eta, fluorescent DNA replication assay. 390,000 compounds, 1.2% hits; also: % is scaled to controls: 0 for no effect and ±100 for the full control effect
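Pol eta at 10 nM preincubated with compounds 15 min at room temperature; reaction started with fluorescent substrate (50 nM final) and read kinetically at 0 and 10 min.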
Pol iota inh: blocks human DNA polymerase iota activity; Q9UNA4; Pol iota fluorescent replication assay, 10 min; Potency, µM (titrated, usually from 115 µM), without a hit: at the top dose activity, negative = inhibition, most hits filed as inhibitors; 390,000 compounds, 1% hits; AID 588590
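Pol iota at 10 nM preincubated 15 min with compounds at room temperature; reaction started with fluorescent substrate, 50 nM final. Fluorescence read kinetically at 0 and 10 min; buffer-only wells as negative control.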
BLM inh: blocks DNA unwinding by human BLM helicase | 350,000 compounds, 0.2% hits | recombinant BLM DNA unwinding, fluorescence dequenching | Potency, µM (series often up to 56.1 µM), for inactives: at the top dose activity change, negative = inhibition, actives largely listed as inhibitors | P54132 | AID 2528;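 also: plate controls were vehicle for no effect and no enzyme for full effect; nearly all actives have a fitted effect of over 35% in size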
G9a block: G9a (human) methyltransferase inhibition; 350,000 compounds, 8.8% hits; G9a H3K9 monomethylation, AlphaScreen, 2 h; AID 504332; Q96KQ7; Potency, µM (highest dose often 102 µM), without a hit: at the top dose activity, negative = inhibition, hits mostly inhibitors; also: % is scaled to controls: 0 for no effect and ±100 for the full control effect; nearly all actives have a fitted effect of over 75% in size
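AlphaScreen read-out: biotin-H3K9 peptide (500 nM) methylation by 20 nM enzyme with 20 uM SAM, 2 h at room temperature after 15 min compound preincubation; anti-monomethyl H3K9 antibody plus donor/acceptor beads, 10 min dark.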
Active calls of the source: *; ? = inconclusive; nt = not tested or not shown; & = joins results of further samples; [ ] = remark or other dose. Calls follow the shape of the dose curve; as a rule, active = well fitted curve in the direction sought with a large enough effect; inconclusive = small, poorly fitted or top-dose-only effect, or another doubt; inactive = no such curve, though single readings can be large; an effect the other way counts as inactive or inconclusive. Potency is read from the fitted curve at half-maximal effect. Some of the compounds tested; count on the stated rates, not on these rows.

| canonical_smiles | Pol beta inh | BAZ2B block | Pol kappa inh | Anesthetic bind | APE1 inh | POLH inh | Pol iota inh | BLM inh | G9a block |
| --- | --- | --- | --- | --- | --- | --- | --- | --- | --- |
| CCOCCCNC(=O)CCS(=O)(=O)Cc1ccc(C)cc1 | 24% | -1% | -1% | -1% | 0% | 4% | 16% | 2% | -5%[12.7 µM] |
| O=C(CN1C(=O)c2cccnc2Oc2ccc(Cl)cc21)Nc1ccc(F)cc1 | 27% | 6% | 1% | ? | -7% | -4% | 11% | -4% | nt |
| Oc1ccccc1OCCOc1ccccc1OCCOc1ccccc1O | 8% | -7% | -20% | -6% | -4% | -15% | 13% | -16% | 19%[12.7 µM] |
| CCC(C(=O)N1CCN(c2ccccc2)CC1)n1c(C)c2cnn(-c3ccccc3)c(=O)c2c1C (stereo unspecified) | 17% | -38% | 2% | -2% | nt | -4% | 21% | -2% | -22%[59 µM] |
| COc1ccc2nc3oc(C(=O)NC4CCN(Cc5ccccc5)CC4)cc3cc2c1 | 8% | -3% | -8% | 0% | 18% | -3% | 17% | 32%[activator] | 0%[59 µM] |
| CCOC(=O)CN(C(=O)COc1nc(-c2ccccc2)cc(C)c1C#N)c1cccc(OC)c1 | 16% | -2% | -2% | -12% | 7% | -8% | 42% | -12% | nt |
| Cc1ccccc1CN1C[C@@H]2C[C@@H](c3cnc(N4CCOCC4)s3)N3CCC[C@@]23C1=O | -14% | -29% | -17% | -17% | -1% | -17% | 11% | -3% | 35µM* |
| CCCC(=O)c1ccc(N2CCN(S(=O)(=O)c3ccc(C)cc3)CC2)c(F)c1 | -10% | -4% | -4%[60.1 µM] | -12% | -5% | -2% | -9% | -3% | 48%[activator][59 µM] |
| CC1/C=C/C=C/C=C/C=C/C=C/C=C/C=C/C(OC2OC(C)C(O)C(N)C2O)CC2O[C@@](O)(CC(O)CC(O)C(O)CCC(O)CC(O)CC(=O)OC(C)[C@H](C)C1O)CC(O)C2C(=O)O (stereo partly specified) | nt | nt | 3.5µM* | -15% | -27% | nt | nt | -5% | ? |
| CCOc1ccccc1NC(=O)Cn1nc(-c2ccco2)ccc1=O | -1% | -12% | -6% | 5% | 27% | 3% | 20% | -11% | -24% |
| O=C(O)c1ccc(Nc2ncnc3scc(-c4ccccc4)c23)cc1 | 32%&2% | ? | -39% | -1%&0% | 15% | 4%&17% | 3%&18% | 4%&1% | ? |
| Cc1cc(C)cc(OCC(=O)OCC(=O)c2cc(C)n(C3CC3)c2C)c1 | -15% | -14% | -29% | ? | -12% | -11% | -10% | -11% | nt |
| Cc1ccc(-n2cc(S(=O)(=O)c3ccc(C)cc3)[nH]c2=O)cc1 | 0% | ? | -4% | -11% | -2% | -18% | 53%[activator] | 0% | -49% |
| Cc1cccc(CCn2c(=O)c3ccccc3n(Cc3ccccc3C)c2=O)c1 | 0% | 15% | -20% | -4% | nt | -12% | 20% | -5% | 1%[59 µM] |
| CCN(CC)C(=O)CSc1nc(Cc2ccccc2)nc2ccccc12 | 11% | -12% | -13% | -6% | 48% | -12% | 2% | -1% | 8% |
| Cc1cc(C(=O)COC(=O)c2ccncc2)c(C)n1Cc1ccco1 | 0% | ? | -30% | -14% | 13% | 6% | ? | -2% | ? |
| COc1ccc(CNC(=O)C2CCN(S(=O)(=O)c3ccc4nc5c(c(C(=O)O)c4c3)CCCC5)CC2)cc1 | 0% | -8% | -4%[60.1 µM] | 1% | nt | 0%&6% | ? | -3% | -27%[59 µM] |
| CC(=O)/C(=N\Nc1ccc(C)cc1)N1CCOCC1 | 7% | -1% | -11% | -18% | 6% | -15% | -10% | -2% | 28µM* |
| COc1ccc2nc3ccccc3nc2c1NC(=O)c1ccccc1Cl | -15% | -2% | -6% | -6% | -9% | 1% | -9% | -3% | -31% |
| CCN(CC)CCn1c(SCC(=O)NCCC2=CCCCC2)nc2c(sc3ccccc32)c1=O | -1% | 3% | 2% | -4% | -11% | -14% | 2% | -2% | ? |
| Cc1c(C)c2c(OCC(=O)O)cc3c(c2oc1=O)CCC(C)(C)O3 | 50% | -17% | 1% | 45%[activator] | 40% | -10% | -8% | -1% | 14% |
| CCC1(C)N([O-])C(C)=C(c2ccccc2)[N+]1=O (stereo unspecified) | 0% | 2% | -16% | ? | -10% | -15% | 7% | 0% | -3%[12.7 µM] |
| CC1CN(C(=S)Nc2ccc(S(N)(=O)=O)cc2)CC(C)O1 (stereo unspecified) | 18% | -7% | 7% | -5% | -1% | -4% | -13% | 0% | 39% |
| CCC(C)(C)C1CCc2[nH]nc(C(=O)NN)c2C1 (stereo unspecified) | 2% | -1% | -14% | ? | 1% | -17% | 16% | -2% | 21% |
| COc1ccc(NC(=O)CN(Cc2ccccc2)S(=O)(=O)c2ccc(C)cc2)cc1Cl | -5% | 1% | -21% | 290%[activator] | nt | -8% | 7% | -14% | -29%[59 µM] |
| O=C(c1ccc([N+](=O)[O-])cc1)N1CCN(C(=O)c2ccco2)CC1 | -8% | -23% | -2% | -7% | 1% | -10% | 17% | 2% | 4% |
| COc1cccc(NC(=O)Cn2cc(C(=O)c3ccc(C)cc3)c(=O)c3cc(OC)ccc32)c1 | 20µM* | -32% | 2% | -7% | 9% | 79µM* | ? | ? | ? |
| Cc1ccc(C)c(COC(=O)c2cccc(S(=O)(=O)N3CCCC3)c2)c1 | nt | 106%[activator] | -21% | nt | -10% | -7% | 5% | nt | 40% |
| Cc1ccc(SCC(=O)NCCSCc2ccccc2)cc1 | -1% | 6% | -10% | ? | ? | -13% | -6% | -4% | -7%[59 µM] |
| CC1(C)Cc2ccccc2C(N)=C1C#N | -21% | -36% | 7% | 5% | -1% | -18% | 30%[activator] | -3% | -39%[12.7 µM] |

The listing continues.
| canonical_smiles | Pol beta inh | BAZ2B block | Pol kappa inh | Anesthetic bind | APE1 inh | POLH inh | Pol iota inh | BLM inh | G9a block |
| --- | --- | --- | --- | --- | --- | --- | --- | --- | --- |
| COCCNC(=O)c1ccccc1NC(=O)c1nsc2ccccc12 | 0% | 0% | -5%[60.1 µM] | 56%[activator] | nt | 3% | -28% | -1% | 2%[59 µM] |
| CCCCCOc1ccc(Br)cc1/C(C)=N/NC1=NCCN1 | -13% | -24% | -8% | -11% | 6% | -17% | ? | -3% | 8.9µM* |
| O=C(Nc1ccc(N2CCOCC2)cc1)c1ccc(COc2ccccc2)cc1 | 12% | -4% | -14% | 4% | -8% | 0% | 21% | -5% | -9% |
| Cc1cc(C)c2c(-n3cccc3)nn(CC#N)c2n1 | 10% | -6% | -7% | -13% | -1% | -6% | 36%[activator] | 3% | 11% |
| COc1ccc(COc2ccccc2C(N)=O)cc1F | 17% | 5% | 2% | -9% | 2% | -12% | -7% | 0% | 0% |
| CN(C(=O)CN1C(=O)/C(=C/c2ccc(F)cc2)SC1=S)C1CCS(=O)(=O)C1 (stereo unspecified) | -25% | -37% | -15% | -7% | 3% | 1% | 22% | -5% | 5%[59 µM] |
| CN(C1(C)CCS(=O)(=O)C1)S(=O)(=O)c1ccc(F)cc1 (stereo unspecified) | 18% | -1% | -2% | -1% | 22% | 3% | 16% | 2% | 55%[activator] |
| COc1cccc(CN2CCN(C(=O)CC(C)C)CC2)c1 | 8% | 56µM* | 2% | -12% | 0% | -7% | 10% | -4% | 18µM* |
| Cc1ccc(S(=O)(=O)N2CCCC2CNC(=O)c2ccccc2)cc1 (stereo unspecified) | nt | 0% | -5% | nt | 38% | -18% | 18% | nt | -17% |
| CCOc1cc(C2C(C(=O)N3CCCCC3)=C(C)NC3=C2C(=O)CC(C)(C)C3)ccc1O (stereo unspecified) | 5% | -3%[57.1 µM] | -10% | -10% | ? | -10% | 12% | -1% | -16% |

Reformatted: entries from further up
O=C(Nc1ccc(N2CCOCC2)cc1)c1ccc(COc2ccccc2)cc1
- Pol beta inh: 12%
- BAZ2B block: -4%
- Pol kappa inh: -14%
- Anesthetic bind: 4%
- APE1 inh: -8%
- POLH inh: 0%
- Pol iota inh: 21%
- BLM inh: -5%
- G9a block: -9%

Cc1cc(C)c2c(-n3cccc3)nn(CC#N)c2n1
- Pol beta inh: 10%
- BAZ2B block: -6%
- Pol kappa inh: -7%
- Anesthetic bind: -13%
- APE1 inh: -1%
- POLH inh: -6%
- Pol iota inh: 36%[activator]
- BLM inh: 3%
- G9a block: 11%

COc1ccc(COc2ccccc2C(N)=O)cc1F
- Pol beta inh: 17%
- BAZ2B block: 5%
- Pol kappa inh: 2%
- Anesthetic bind: -9%
- APE1 inh: 2%
- POLH inh: -12%
- Pol iota inh: -7%
- BLM inh: 0%
- G9a block: 0%

CN(C(=O)CN1C(=O)/C(=C/c2ccc(F)cc2)SC1=S)C1CCS(=O)(=O)C1 (stereo unspecified)
- Pol beta inh: -25%
- BAZ2B block: -37%
- Pol kappa inh: -15%
- Anesthetic bind: -7%
- APE1 inh: 3%
- POLH inh: 1%
- Pol iota inh: 22%
- BLM inh: -5%
- G9a block: 5%[59 µM]
